Insulin prom up – MIN6 insulin promoter up-regulation | MIN6 insulin promoter-GFP reporter, high-content imaging; active compounds read high | z-score at 5 µM | 190,000 tested, 0.3% active;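 active means z-score above 3 at 5 µM with at least 500 cells counted in the well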
b-catenin transl – alters nuclear translocation of beta-catenin in HeLa cells; immunofluorescence imaging; nuclear translocation activity, % at 5 µM; 190,000 tested, 0.3% active; AID 1665;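 active means nuclear translocation activity above 50% at 5 µM, with a well cell count of 50 or more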;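 further: per-cell ratio of nuclear to cytoplasmic median beta-catenin stain intensity; plate controls were DMSO negative control for no effect and GSK-3 inhibitor IX positive control for full effect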
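Test system: human HeLa cell line; Doses: 5 µM primary, 0.02–20 µM confirmation; Incubation: 24 h compound exposure, 37°C; Detection: beta-catenin immunofluorescence imaging with DAPI; Read-out: beta-catenin nuclear/cytoplasmic ratio, % activation.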
TNAP activation fold – human TNAP enzyme activators, primary screen, biochemical, luminescent, no phosphate acceptor, uHTS (AID 1001) | 200,000 tested, 0.03% active | activation fold at 20 µM, or EC50 in µM where a hit was titrated | purified TNAP, luminescent activation assay, no phosphate acceptor; higher activation fold means a stronger effect; in the data active means activation fold from about 3, or a potency from the dose series; inactive means the rest, 99 in 100 with activation fold below about 1.6; further: many of its hits are not listed in these tables
Hep lipid drop – modulators of hepatic lipid droplet formation | inhibition, % at 6.5 µM | AID 1656 | AML12 mouse hepatocytes, oleate lipid droplets, BODIPY imaging | 240,000 tested, 0.4% active;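 active means lipid droplet intensity inhibited by at least 50%, with more than 500 cells counted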
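Test system: AML12 hepatocytes (mouse); reagent: oleate loading, 100 µM; dosing: one dose, 6.5 µM compound; incubation: overnight exposure; signal: fluorescence imaging, 20x objective, two fields per well; read-out basis: % inhibition of corrected integrated BODIPY droplet signal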
Dynein transport – dynein cargo transport inhibition. 3617.4 mouse cells, GR-EGFP nuclear translocation imaging; test concentration mostly 20 µM; stimulated with dexamethasone, 1 µM; active compounds read low. z-score, hits read low. 220,000 tested, 0.47% active. AID 1381;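 active means plate z-score of nuclear minus cytoplasmic receptor signal below a set negative limit, without overly bright fluorescence or cell loss, cut at about -3.5 in these data, passing the limit was not always enough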;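 further: z-score of nuclear minus cytoplasmic ring GR-EGFP intensity difference per well; some compounds called inactive have numbers as strong as hits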
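Buffer or medium: tet-free, stripped-serum medium; reagent: dexamethasone at 1.0 µM final, 30 min; incubation: 48 h induction, 1 h compound, 30 min dex at 37 °C; measured by: formaldehyde fixation, Hoechst nuclear stain, 10x automated fluorescence imaging; read-out: nuclear-to-cytoplasmic GR-EGFP distribution per well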
Myeloid diff MLP – compounds promoting myeloid differentiation; ER-HoxA9 myeloid progenitors, lysozyme-GFP differentiation, flow cytometry; calls only at 10 µM; 360,000 tested, 1% active; AID 624256;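 active means normalized GFP-positive differentiation at or above the plate's own cutoff, the solvent-only control mean plus 3 SD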;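 further: cells exposed to compound for four days before flow analysis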
MT stabilizer – microtubule stabilization, imaging screen | HeLa tubulin immunostaining HCS, 24 h; share of cells brighter than vehicle mean+2SD | % tubulin-high responders, % at 10 µM | 200,000 tested, 0.83% active;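 active means plate Z-score above 3 for both tubulin-high and condensed-nucleus cell shares, with cell loss under 80%, at 10 µM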;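 further: anti alpha tubulin signal scored within the nucleus-defined area of each cell; some results filed as inactive read as strong as hits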
T cell HTS – T cell immune modulation candidate | 2C CD8+ T cell-vesicle binding, flow cytometry; active compounds read low | calls only at 7 µM | 330,000 tested, 0.068% active;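 active means response, share of CD8 T cells binding vesicles, and their 90th percentile fluorescence all below set limits, cut at about 80% in these data, passing the limit was not always enough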
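incubation = binding step 1.5 h, 37 °C, antibody labelling 20 min, ice | test system = 2C mouse CD8+ T cells | read-out basis = percent CD8+ FL2 mean versus row control | controls = Peptide-free naked vesicles (low) and QL9 vesicles with 0.7% DMSO vehicle (high) | detection = flow cytometry of vesicle-bound cells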
human PMI inhibition – MPI enzyme activity inhibition – biochemical, fluorescence intensity, coupled assay, primary screen (AID 1209); 190,000 tested, 0.42% active; purified PMI enzyme, coupled fluorescence intensity; higher % means a stronger effect; inhibition, % at 20 µM; hits with a dose series show IC50 in µM; in the data active means inhibition above about 50%;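 further: plate controls were DMSO vehicle for no effect and wells lacking substrate for full effect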
Dynein transport cytoplasmic EGFP – recorded beside Dynein transport, whose call it bears; z-score; measured here: cytoplasmic GR-EGFP intensity; active compounds read high
Dynein transport nuclear GR-EGFP – second read-out of Dynein transport, no call of its own (marks repeat the call); z-score; measured here: nuclear GR-EGFP intensity;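 lower value marks the stronger effect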
Dynein transport cell count – further read-out of Dynein transport, marked with its call; z-score; measured here: cell count per field
Insulin prom up cell count – recorded beside Insulin prom up, whose call it bears; cell count; measured here: cytotoxicity, nuclei count;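 total cells summed across four imaged fields per well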
Hep lipid drop cells 6.5 µM – recorded beside Hep lipid drop, whose call it bears; cell count; measured here: cell count, cytotoxicity flag;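 cells counted across two imaged fields per well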
b-catenin transl cell count 5 µM – further read-out of b-catenin transl, marked with its call; cell count; measured here: cell count, cytotoxicity flag
T cell HTS vesicle-bound % – second read-out of T cell HTS, no call of its own (marks repeat the call); double positive events, %; measured here: CD8+ vesicle-bound cell fraction;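 binding gate set so that unloaded-vesicle control wells show 10% double positive cells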
MT stabilizer Hoechst-high % – also measured in MT stabilizer; calls as there; % Hoechst-high responders; measured here: nuclear condensation Hoechst responders;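 share of cells brighter than vehicle mean plus two SD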
MT stabilizer cytotoxicity % – recorded beside MT stabilizer, whose call it bears; toxicity, %; measured here: cytotoxicity by cell density;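 0% = mean cell density of plate MIN control wells and 100% = no cells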
Myeloid diff MLP GFP+ MAC1+ % – second read-out of Myeloid diff MLP, no call of its own (marks repeat the call); GFP+ MAC1+ double positive, %; measured here: differentiation confirmed by MAC1 staining
Numbers without * were called inactive; i = inactive; x = not tested or not shown.

Every second line gives: Insulin prom up	Insulin prom up cell count	b-catenin transl	b-catenin transl cell count 5 µM	TNAP activation fold	Hep lipid drop	Hep lipid drop cells 6.5 µM	Dynein transport	Dynein transport cytoplasmic EGFP	Dynein transport nuclear GR-EGFP	Dynein transport cell count	Myeloid diff MLP	Myeloid diff MLP GFP+ MAC1+ %	MT stabilizer	MT stabilizer Hoechst-high %	MT stabilizer cytotoxicity %	T cell HTS	T cell HTS vesicle-bound %	human PMI inhibition
Cc1cccc(NC(=O)c2cc([N+](=O)[O-])ccc2NCC2CCCO2)n1 (stereo not drawn)
    -1.06	1363	-1.4	1062	1	18.3	696	-0.839	-0.27	0.333	0.406	i	0.2	4.2	3.9	5.6	i	63.9	9.6%
CCC1CCCCN1CCNC(=O)CNS(=O)(=O)c1ccc2nc(C)sc2c1 (stereo not drawn)
    -0.67	1317	-2.3	1049	1.1	x	x	0.482	-0.283	0.843	-1.16	i	2.1	3.7	2.5	7.2	i	42.3	5.8%
Cc1ccc(-n2ncc3c(=O)n(CC(=O)NC4CCCCC4)cnc32)cc1
    -0.63	1317	-2.1	997	1.2	x	x	-0.779	0.037	-0.308	0.753	i	0.4	2.0	1.4	8.0	i	39.7	-0.9%
CN(C)CCCNC(=O)c1cc(Br)ccc1O
    -0.2	1458	0.5	1025	x	5.9	711	0.197	-0.197	-0.118	0.946	i	0.1	x	x	x	i	27.3	x
O=C(NCc1csc2ccccc12)Nc1cc(Cl)cc(Cl)c1
    -0.26	1094	0.7	1252	x	24.2	695	-0.32	-0.261	0.246	0.506	i	0.4	x	x	x	i	33.9	x
COCCCNCC(O)C(F)(F)F (stereo not drawn)
    0.13	1469	-3.7	1089	1.1	4.0	692	0.353	0.865	0.154	-0.168	i	0.2	1.8	2.0	15.1	i	18.0	-7.0%
Cc1cc(NC(=O)c2sccc2C)n(-c2cccc(Cl)c2)n1
    0.34	1181	-3.3	823	1.1	x	x	0.451	-0.041	0.248	-0.305	i	1.6	2.9	2.1	3.4	i	24.5	-6.4%
O=C(NCc1ccccn1)/C(=N/O)c1ccccc1
    0.89	1490	-2.3	1019	1.1	x	x	-1.59	-0.208	-0.523	0.569	i	0.2	3.2	2.7	5.1	i	49.8	9.7%
c1ccc(-n2nnnc2Oc2ccc(-n3ccnc3)cc2)cc1
    -0.41	1418	-10.5	950	1.1	x	x	-1.19	-0.156	-0.197	-0.0992	i	1.6	3.8	2.4	8.3	i	40.8	-11.7%
Cc1ccc(C)c(N2C(=N)S/C(=C\c3ccc(-c4ccccc4C(=O)O)o3)C2=O)c1
    -0.07	1302	-1.8	1182	0.9	9.8	706	1.82	-0.328	0.349	-1.23	i	0.2	4.7	1.1	6.7	i	35.5	18.5%
COC(=O)/C(C#N)=C/c1ccc(C)o1
    0.42	1269	-0.4	1044	1.2	5.4	682	1.44	-0.29	0.273	0.0277	i	0.6	3.1	1.4	6.0	i	55.5	0.7%
O=C(NCc1ccccc1)c1ccc2nccnc2c1
    0.72	754	x	x	1.2	5.0	814	1.24	-0.186	0.905	-0.0741	i	0.7	1.1	1.5	5.5	i	13.6	5.1%
COc1cccc(NC(=S)N2CCN(c3ccccn3)CC2)c1
    0.24	1425	2.4	1097	1.1	17.7	630	2.19	-0.196	1	-1.46	i	0.4	5.3	3.2	10.0	i	20.6	12.3%
Cn1cccc1CC(=O)N/N=C/C(Cl)=C/c1ccccc1
    -0.04	1444	-0.2	1142	1.1	-1.5	612	2.52	-0.163	1.16	-0.663	i	0.5	5.5	1.7	3.3	i	42.5	3.8%
O=C(Nc1nc2ccc(S(=O)(=O)N3CCCC3)cc2s1)c1ccco1
    0.27	1243	-1.4	538	1	20.7	771	-1.01	0.0429	-0.255	-0.0911	i	1.4	2.6	2.6	9.2	i	38.1	-14.1%
O=C(Nc1ccc2c(c1)OCCO2)c1cc(-n2cnnc2)ccc1Cl
    -0.38	1250	-1.7	1049	1.1	-0.1	754	-0.292	-0.274	0.219	-0.0455	i	1.5	3.2	2.4	48.6	i	40.6	2.0%
Cc1cccc(Nc2nc(N)c([N+](=O)[O-])c(N3CCN(C)CC3)n2)c1
    0.09	1400	-1.2	1305	0.9	-1.9	701	-0.209	-0.208	-0.0148	0.0951	i	0.7	6.3	1.1	6.1	i	31.1	14.7%
O=C1CC(c2ccc(Cl)cc2)n2nc(N3C(=O)CCC3=O)nc2N1 (stereo not drawn)
    0.28	1212	-3.0	975	1.1	x	x	0.0292	-0.3	0.236	-0.783	i	5.0	5.3	2.3	5.3	i	42.8	-5.4%
O=C(NCc1ccco1)c1cc(NS(=O)(=O)c2cccc([N+](=O)[O-])c2)ccc1O
    -0.5	1229	-0.1	1083	1	-12.1	609	-0.592	-0.328	-0.377	0.0302	i	0.2	1.7	1.9	3.7	i	53.7	-10.6%
CCN(CC)S(=O)(=O)c1ccc(C(=O)NCc2ccc(C)cc2)cc1
    -1.13	1427	3.0	1474	1.1	x	x	-0.0501	-0.14	0.119	0.0147	i	0.4	1.9	1.3	10.6	i	44.9	4.3%
CSCC[C@H](NC(=O)NCc1cccs1)C(=O)O
    0.85	1325	-5.5	892	1.1	x	x	0.061	-0.429	0.327	-0.0471	i	1.0	7.5	1.6	1.8	i	29.6	-2.8%
Clc1ccccc1-c1ccc(CN2CCN(c3ccccc3)CC2)o1
    x	x	-16.9	1217	1.1	8.7	748	0.319	-0.21	0.0511	0.159	i	0.4	2.4	1.3	13.2	i	52.0	22.7%
Cc1ccc2c(Cl)cc(Cl)c(OCC(=O)NC(C)(C)C)c2n1
    x	x	0.0	1060	1.1	-3.0	693	-0.554	-0.353	-0.282	-0.405	i	0.9	3.6	2.0	8.1	i	16.8	11.2%
Cc1nnc(NC2=NCCCCC2)o1
    -0.05	866	-1.7	1199	1.1	26.2	770	-0.919	-0.239	-0.397	-0.226	i	1.2	4.1	2.2	10.8	i	24.6	9.5%
Cc1csc(SCC(=O)NC(=O)Cc2ccccc2)n1
    1.22	1537	-1.0	1038	1.2	5.9	661	-0.241	-0.227	-0.247	-0.307	i	0.7	2.9	1.8	7.9	i	34.5	0.7%
CC(C)=CC(=O)Nc1ccc(Cl)cc1
    0.4	1567	-3.6	1042	1.1	-1.3	695	-0.681	-0.308	-0.347	0.347	i	0.0	3.1	2.7	11.5	i	58.0	1.8%
CC1CCN(CCCCOc2cccc(Br)c2)CC1
    0.81	1087	-1.5	611	1.1	-2.3	701	-0.816	-0.135	-0.658	0.777	i	1.8	2.3	4.0	6.7	i	35.2	-12.2%
CC1CCCN(c2nc3c(c(=O)[nH]c(=O)n3C)n2CCSc2nc3ccccc3o2)C1 (stereo not drawn)
    0.13	858	-6.5	1223	1.1	x	x	-0.118	-0.15	0.164	-0.264	i	2.4	2.8	2.1	5.9	i	26.2	-4.8%
CC(C)(/C=N/O)N(O)C=C1C=CC(=O)C=C1
    0.36	1395	-0.7	1333	x	-0.5	738	1.17	-0.278	0.529	-0.374	i	0.0	x	x	x	i	30.9	x
COc1cc(/C=N/O)cc(Cl)c1OC
    -0.56	1149	-1.9	500	1.1	-1.1	728	-0.428	-0.168	-0.495	0.897	i	0.4	2.7	2.5	5.0	i	43.9	3.4%
N#C/C(=C\c1ccc(-c2ccc(F)cc2)o1)C(=O)Nc1nc(-c2cccs2)cs1
    0.29	1473	0.3	1094	1.1	-1.5	663	0.492	-0.0583	0.0736	-0.439	i	0.7	1.8	4.0	5.3	i	45.7	17.5%
O=C(CSc1nc2ccccc2c(=O)n1Cc1ccco1)NCc1ccccc1
    x	x	x	x	x	x	x	-0.179	-0.181	0.146	0.0836	i	4.9	3.1	1.8	10.2	i	11.5	x
CC1CN(S(=O)(=O)c2ccccc2)C(C)CN1S(=O)(=O)c1ccccc1 (stereo not drawn)
    0.26	1172	-1.6	1277	1	-15.7	729	1.17	-0.154	1.61	-1.61	i	0.2	4.8	2.0	1.6	x	x	0.9%
Cc1ccc2cc(/C=N/NC(=O)[C@H]3C[C@@H]3c3ccccc3)c(Cl)nc2c1
    -0.85	1266	-1.3	964	1.1	74.8*	669*	0.139	-0.337	-0.271	0.446	i	0.4	3.1	1.4	1.9	i	51.6	8.0%

Pulled by structure from above (2):
Every second line gives: Insulin prom up	Insulin prom up cell count	b-catenin transl	b-catenin transl cell count 5 µM	TNAP activation fold	Hep lipid drop	Hep lipid drop cells 6.5 µM	Dynein transport	Dynein transport cytoplasmic EGFP	Dynein transport nuclear GR-EGFP	Dynein transport cell count	Myeloid diff MLP	Myeloid diff MLP GFP+ MAC1+ %	MT stabilizer	MT stabilizer Hoechst-high %	MT stabilizer cytotoxicity %	T cell HTS	T cell HTS vesicle-bound %	human PMI inhibition
O=C(NCc1ccccc1)c1ccc2nccnc2c1
    0.72	754	x	x	1.2	5.0	814	1.24	-0.186	0.905	-0.0741	i	0.7	1.1	1.5	5.5	i	13.6	5.1%
Cc1ccc(C)c(N2C(=N)S/C(=C\c3ccc(-c4ccccc4C(=O)O)o3)C2=O)c1
    -0.07	1302	-1.8	1182	0.9	9.8	706	1.82	-0.328	0.349	-1.23	i	0.2	4.7	1.1	6.7	i	35.5	18.5%

An unsorted share of the library. Share with any hit: about 3%.
